Screening results as filed in PubChem BioAssay.
BLM inh – inhibitors of human Bloom syndrome helicase BLM; recombinant BLM DNA unwinding, fluorescence dequenching; Potency, µM (doses to about 56.1 µM), for inactives: at the top dose activity change, negative = inhibition, most hits filed as inhibitors; hit rate 0.2% among 350,000; AID 2528;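 further: potency means the concentration at half of the fitted maximal effect; plate controls were vehicle for no effect and no enzyme for full effect; nearly all actives have a fitted effect of over 35% in size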
Pol kappa inh – blocks human DNA polymerase kappa activity | purified Pol kappa, fluorescent DNA synthesis assay, 10 min | Potency, µM (doses to about 107 µM), for inactives: top-dose activity, negative = inhibition, actives largely listed as inhibitors | hit rate 0.53% among 400,000; further: potency means the concentration at half of the fitted maximal effect; on the % scale 0 is the no-effect control and ±100 the full control effect
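50 nM final substrate added after 15 min RT preincubation of 10 nM Pol kappa with compound; fluorescence read at 0 and 10 min.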
ERG Ets-DNA blk – blocks human ERG Ets domain binding to DNA; P11308; fluorescence polarization, His-ERG Ets domain / labelled DNA; Potency, µM (doses to about 76.9 µM), for the others: top-dose FP activity, negative = inhibition, hits mostly inhibitors; hit rate 0.028% among 370,000; AID 624246; active means well fitted inhibition curve with a large enough effect in the polarisation, with a control signal flat; inconclusive means small, poorly fitted or top-dose-only effect, or effect the other way, or a change in a side signal; inactive means no such curve, though single readings can be large or run the other way; the % refers to the polarisation;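 further: polarization taken with two DNA probes labelled with fluorescein and Texas red; potency means the concentration at half of the fitted maximal effect; % of control where 0% means no effect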
Target sequence (P11308 whole entry, looked up, the tested form may be a part): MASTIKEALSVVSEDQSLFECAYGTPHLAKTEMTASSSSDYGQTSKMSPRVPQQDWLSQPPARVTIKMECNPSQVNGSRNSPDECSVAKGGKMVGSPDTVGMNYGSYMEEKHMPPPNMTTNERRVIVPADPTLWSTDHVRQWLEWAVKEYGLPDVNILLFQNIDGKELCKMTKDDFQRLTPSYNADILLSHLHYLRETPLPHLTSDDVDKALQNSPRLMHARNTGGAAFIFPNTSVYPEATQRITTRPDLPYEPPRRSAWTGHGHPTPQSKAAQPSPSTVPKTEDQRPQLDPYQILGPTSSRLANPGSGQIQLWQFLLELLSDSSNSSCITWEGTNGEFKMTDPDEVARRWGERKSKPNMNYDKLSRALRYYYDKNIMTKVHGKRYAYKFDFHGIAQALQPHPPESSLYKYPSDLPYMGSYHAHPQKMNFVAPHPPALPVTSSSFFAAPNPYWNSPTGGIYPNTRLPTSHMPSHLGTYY
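His-tagged ERG Ets domain (1 uM in the protein solution; 300mM KCl, 50mM Tris-HCl, 1mM EDTA, 1mM DTT, pH 7.5) received compound, then a probe mix of 5 nM fluorescein-DNA and 100nM Texas-615-DNA. Fluorescence polarization was read for both dyes.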
POLB inh – inhibitors of human DNA polymerase beta; P06746; Pol beta primer extension/strand displacement, fluorescence kinetic; Potency, µM (highest dose often 114 µM), for the others: at the highest dose activity change, negative = inhibition, most hits filed as inhibitors; hit rate 1.3% among 340,000; further: potency means the concentration at half of the fitted maximal effect; on the % scale 0 is the no-effect control and ±100 the full control effect
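Homogeneous kinetic assay of primer extension and strand displacement by 10 nM Pol beta, preincubated 15 min at room temperature with compound before 50 nM substrate (final) was added. Read at 0 and 10 min; four-parameter Hill fit.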
Anesthetic bind – candidate novel general anesthetic via apoferritin binding. P02791. apoferritin/1-aminoanthracene competitive binding, fluorescence. Potency, µM (top dose mostly 77.5 µM), inactives show at the highest dose activity change, negative = displacement, actives largely listed as inhibitors. hit rate 0.074% among 350,000. AID 485281; further: potency means the concentration at half of the fitted maximal effect; on the % scale 0 is the no-effect control and ±100 the full control effect; nearly all actives have a fitted effect of over 20% in size
Target sequence (P02791 2-175 limits assumed): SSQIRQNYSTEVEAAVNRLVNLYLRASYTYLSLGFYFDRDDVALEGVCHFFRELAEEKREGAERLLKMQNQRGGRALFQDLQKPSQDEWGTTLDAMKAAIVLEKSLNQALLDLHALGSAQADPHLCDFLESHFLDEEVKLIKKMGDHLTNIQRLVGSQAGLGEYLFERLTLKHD
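10 uM apoferritin + 50% sat. 1-AMA, PBS; cpd 10 min RT; Ex380/Em535 endpoint; normalized to free probe vs complex; 4-param Hill fit; propofol titration as pos. ctrl.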
12-LOX inh – blocks human arachidonate 12S-lipoxygenase; P18054; purified 12hLO, xylenol orange hydroperoxide absorbance; Potency, µM (titrated, usually from 108 µM), for inactives: at the highest dose activity change, negative = inhibition, most hits filed as inhibitors; hit rate 1.1% among 580,000; AID 1671190; further: potency means the concentration at half of the fitted maximal effect; on the % scale 0 is the no-effect control and ±100 the full control effect
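Purified human 12hLO (150 nM final) in 25 mM Hepes, 0.01% Triton X-100, pH 7.0 was preincubated 15 min at room temperature with compound. Then 40 uM arachidonic acid was added, 30 min. Hydroperoxide was read by Fe-XO absorbance ratio 573/405 nm.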
APE1 inh – blocks human APE1 abasic DNA cleavage. AID 2517. recombinant APE1, TAMRA/BHQ-2 abasic DNA cleavage fluorescence. P27695. Potency, µM (titrated, usually from 65.8 µM), for the others: top-dose activity change, negative = inhibition, hits mostly inhibitors. hit rate 0.35% among 350,000;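 further: potency means the concentration at half of the fitted maximal effect; plate controls were vehicle for no effect and reference inhibitor for full effect; nearly all actives have a fitted effect of over 55% in size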
Target sequence (P27695 whole entry, looked up): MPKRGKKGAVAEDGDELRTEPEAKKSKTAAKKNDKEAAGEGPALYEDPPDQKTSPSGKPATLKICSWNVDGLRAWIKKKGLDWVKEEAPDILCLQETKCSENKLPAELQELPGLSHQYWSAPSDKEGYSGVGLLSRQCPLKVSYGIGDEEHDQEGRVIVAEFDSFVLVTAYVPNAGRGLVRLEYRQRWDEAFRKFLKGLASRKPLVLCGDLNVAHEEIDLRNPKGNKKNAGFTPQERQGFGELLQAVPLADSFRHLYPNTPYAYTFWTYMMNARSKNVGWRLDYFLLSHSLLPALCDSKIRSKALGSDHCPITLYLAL
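Activity was derived from the fluorescence gain between first and third kinetic reads (60 s intervals, ex 525/em 598 nm) after 50 nM THF-abasic TAMRA/BHQ-2 duplex was added to 0.75 nM APE1 preincubated 15 min with compound.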
POLI inh – inhibitors of human DNA polymerase iota; Q9UNA4; Pol iota fluorescent replication assay, 10 min; Potency, µM (titrated, usually from 115 µM), for the others: at the top dose activity, negative = inhibition, hits mostly inhibitors; hit rate 1% among 390,000; AID 588590; further: potency means the concentration at half of the fitted maximal effect
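Pol iota at 10 nM preincubated 15 min with compounds at room temperature; reaction started with fluorescent substrate, 50 nM final. Fluorescence read kinetically at 0 and 10 min; buffer-only wells as negative control.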
TRHR ag – agonists of human TRH receptor. activation, % at 2 µM. AID 493084. hit rate 0.18% among 360,000. TRHR cells, calcium flux fluo-8, FDSS agonist mode; in the data active means activation above about 30%; further: 0% is about no effect
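TRHR-expressing cells loaded with fluo-8 calcium dye; 23 nL library compound pin-transferred, kinetic FDSS fluorescence (Ex 480/Em 530) recorded about 180 s for agonist-induced calcium release, before a 10 nM TRH EC20 addition for potentiator mode.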
Numbers without * were called inactive; ? = inconclusive; · = no result given; & = joins results of further samples; [ ] = dose if it differs, or a comment. Unless noted, the call rests on the fitted dose curve; in most records, active means well fitted curve in the direction sought with a large enough effect; inconclusive means small, poorly fitted or top-dose-only effect, or another doubt; inactive means no such curve, though single readings can be large; an effect the other way counts as inactive or inconclusive.

item	SMILES	BLM inh	Pol kappa inh	ERG Ets-DNA blk	POLB inh	Anesthetic bind	12-LOX inh	APE1 inh	POLI inh	TRHR ag
1	C/C(=N\NC(=O)c1cccc([N+](=O)[O-])c1)c1ccncc1	-2%	-1%	-2%	1%	-5%	-11%	-6%	97%[activator]	1.5
2	Cc1cccc(-n2cnc(C(=O)N/N=C/c3ccccc3)c2)n1	0%	-2%	-12%	-1%	-15%	-13%	11%	9%	-0.2
3	COc1ccc([N+](=O)[O-])cc1NC(=O)C(C)OC(=O)CSC(C)C(=O)Nc1cc(C)on1 (stereo not drawn)	·	0%	37%[activator]	·	·	?	31%	4%	-0.2
4	C=CCNC(=O)CN(Cc1ccccc1)S(=O)(=O)c1ccc(C)cc1	-3%	-6%	6%	2%	7%	-1%	4%	-20%	-1.3
5	COc1cccc(CN2CC(C(=O)N3CCN(c4ccc(Cl)cc4)CC3)CCC2=O)c1 (stereo not drawn)	-8%	-8%	-10%	16%	?	104%[activator]	20%	30%	0.9
6	COc1ccc(CCNC2=NCCS2)cc1OC	-10%	-7%	9%	7%	29%	?	2%	78%[activator]	-1.4
7	Cc1cc(OC(C)C)c2c(-c3ccccc3)cc(=O)oc2c1	-7%	-4%	12%	2%	18µM*	11%	-1%	-13%	-0.8
8	Cc1nc(Cc2nnc(SCC(=O)N(C)c3ccccc3)o2)cs1	·	-6%	-9%	·	·	3%	8%	21%	0.3
9	CCC(Sc1ncnc2c1nnn2-c1ccc(F)cc1)C(=O)OC (stereo not drawn)	-4%	-18%	-7%	16%	-17%	0%	-1%	5%	-0.1
10	CC(C)CC(NC(N)=O)C(=O)NCc1ccc(Cl)cc1 (stereo not drawn)	-7%	2%	-12%	23%	-3%	6%	4%	31%[activator]	0.2
11	CCC(CC)c1nnc(NC(=O)CS(=O)(=O)Cc2ccccc2)s1	·	-12%	3%	·	·	-19%	·	21%	·
12	CC1CCc2c(sc(NC(=O)c3ccccc3C(=O)O)c2C#N)C1 (stereo not drawn)	-1%	-11%	-4%	24%	-14%	-14%	2%	34%[activator]	-0.6
13	O=C(COc1ccc(Cl)cc1Cl)N(c1ccccn1)C1CCCCC1	-1%	-3%	9%	23%	1%	-3%	-2%	161%[activator]	0.3
14	Cc1cc(OC(C)C(=O)NCC2CCC(C(=O)O)CC2)c2c(C)cc(=O)oc2c1 (stereo not drawn)	-2%	20%	11%	46%	-3%	14%	2%	3%	-0.1
15	COc1ccc(/C=N/NC(=O)c2[nH]nc3c2CCc2ccccc2-3)cc1OC	-24%	?	8%	11µM*	48%[activator]	-14%	-3%	-52%	-1.2
16	COc1ccc(NS(=O)(=O)c2cccc(NC(=O)CCS(=O)(=O)c3ccccc3)c2)cc1	2%	-6%	-6%	13%	-13%	-8%	12%	5%	0.1
17	Cc1cc(NC(=O)c2cc(-c3ccc(O)cc3)on2)no1	0%	3%	0%	33%	-4%	-3%	-6%	10%	0.1
18	O=C(Nc1ccccc1)N1CCNCC1	0%	-15%	-1%	35%[activator]	-4%	10%	15%	?	0.8
19	CC(C)[C@H](NC(=O)C1CCN(S(=O)(=O)c2ccccc2)CC1)C(=O)NCc1ccco1	1%	10%	-8%	7%	-3%	24%	23%	19%	-0.2
20	Cc1ccc(CN2CC(C(=O)N3CCN(S(=O)(=O)c4cc(C)ccc4C)CC3)CC2=O)cc1 (stereo not drawn)	·	-11%	-5%	·	·	10%	-1%	30%	0.4
21	CCN(CC)c1nc(C#N)nc(N(CC)CC)n1	-10%	-5%&-19%	-24%	2%	-12%	134%[activator][57.4 µM]	-4%	24%&76%	0.3
22	O=C1c2ccccc2C(Nc2cccc(C(F)(F)F)c2)N1Cc1ccco1 (stereo not drawn)	-14%	-10%	-4%	3%	?	?	-1%	?	1.1
23	Cc1ncc(CO)c2c1Oc1nc(-c3ccccc3)nc(SCC(=O)N(C)c3ccccc3)c1C2	-13%	·	·	56µM*	?	?	-28%	·	-0.7
24	O=S(=O)(c1ccc(NC(=S)N/N=C/c2c3ccccc3cc3ccccc23)cc1)N1CCOCC1	0%	2%	9%	-5%	-18%	?	-4%	25%	0.3
25	COCCCN1C(=O)C(=O)/C(=C(/O)c2ccc(S(=O)(=O)N3CCOCC3)cc2)C1c1ccc(C)cc1 (stereo not drawn)	0%	-1%	-5%	44%	2%	-2%	6%	3%	0.4
26	O=C1CCCc2c1cc(C(=O)Nc1ccc(Cl)cn1)c(=O)n2-c1ccccc1	-8%	-1%	10%	21%	?	0%	-7%	22%	1.0
27	COc1ccc(CCNC(=O)C2c3ccccc3C(=O)N2CCC(C)C)cc1OC (stereo not drawn)	-1%	2%	14%	9%	9%	?	-5%	8%	-0.3
28	Cc1ccc(S(=O)(=O)N2CCOCC2)cc1C(=O)N(C)CCOc1ccc(Cl)cc1	1%	-41%	0%	2%	1%	-18%	5%	?	2.4
29	CCOc1cc(NC(=S)NCCCN2CCOCC2)c(OCC)cc1NC(=O)c1cccc(F)c1	1%	-4%	3%	20%	-2%	1%	5%	122%[activator]	0.6
30	O=C1/C(=C\c2ccc([N+](=O)[O-])cc2)CS(=O)(=O)C/C1=C/c1ccc([N+](=O)[O-])cc1	·	79µM*	-2%	·	·	-23%	·	11µM*	·
31	O=[N+]([O-])CC(c1ccccc1)P(=O)(c1ccccc1)c1ccccc1 (stereo not drawn)	0%	-5%[60.1 µM]	-14%	2%	-6%	-8%	50%[activator]	60%[activator]	-0.5
32	OCc1cc(CO)c(O)c(CCc2ccccc2)n1	-2%	2%	-5%	3%	-11%	?	2%	-11%	0.1
33	c1ccc(-c2nnc(N3CCOCC3)nc2-c2ccccc2)cc1	-4%	-24%	-9%	-17%	?	-26%	-1%	?	0.3
34	COCCn1c(C)cc(C(=O)COC(=O)CCN2C(=O)c3ccccc3C2=O)c1C	-2%	-14%	1%	2%	-7%	-19%	-3%	-1%	0.2
35	O=C(COC(=O)c1ccc(Cl)c([N+](=O)[O-])c1)NC1CCCC1	-1%	-11%	4%	43%	-9%	9%	3%	16%	-0.7
36	CCOC(=O)c1cccc(NC(=O)CCn2nc(C)c(S(=O)(=O)N3CCCCC3)c2C)c1	2%&3%	-8%	17%&-2%	5%&0%	?	12%&-10%	7%	-22%&0%	0.1&-0.2
37	CCCCn1c(=O)[nH]c2nc3cc(N)ccc3nc2c1=O	5.6µM*	-8%	?	5.6µM*	271%[activator]	?	13%	1.3µM*	108*
38	O=C(c1cccc(S(=O)(=O)NCc2ccc3c(c2)OCO3)c1)N1CCCC1	·	1%	12%	·	·	18%	11%	9%	0.2
39	Cc1ccc(NC(=S)N2CCOCC2)cc1	0%	2%	-2%	51%	2%	0%	-1%	9%	1.5
40	O=C1c2ccccc2C(=O)N1Nc1ccc([N+](=O)[O-])cc1[N+](=O)[O-]	-12%	-5%	7%	7%	-7%	-2%	-9%	51%[activator]	0.4
41	COc1cccc(Cn2c(=O)c(-c3cn(C)c4ccccc34)nc3cnc(N4CCOCC4)nc32)c1	0%	-3%[60.1 µM]	·	·	·	0%	-2%	·	·
42	CC(C)C(=O)Nc1cccc(C(=O)Nc2ccccc2C(=O)O)c1	0%	-7%	4%	1%	0%	-2%	-1%	24%	-0.1
43	CCOC(=O)c1sc2nc3n(c(=O)c2c1C)CCCCC3	0%	-4%	7%	-7%	-12%	0%	17%	5%	0.0
44	COc1ccc(-c2cc(=O)oc3cc(OCC(=O)N4CCOCC4)ccc23)cc1	-2%	8%	6%	2%	-13%	-20%	15%	129%[activator]	0.2
45	Cc1cc(OCC(=O)N2CCN(c3cccc(Cl)c3)CC2)c2c(C)c(C)c(=O)oc2c1	-10%	9%	-10%	0%	-7%	17%	22%	37%[activator]	0.3
46	O=S(=O)(/C=C/c1ccccc1)Nc1cccc(S(=O)(=O)NC2=NCCC2)c1	1%	1%	-8%	6%	-4%	24%	3%	83%[activator]	0.4
47	O=C(CSc1ncccc1C(=O)O)Nc1ccc2c(c1)OCCO2	0%	-1%	9%	?	3%	?	20%	17%	0.4
48	CCCCn1nc2cc(C(=O)N(CC)c3ccc(OC)cc3)ccc2c1OCC	2%	6%	-3%	7%	-10%	?	-6%	-6%	-1.1
49	CCCCCC(=O)N[C@@H](c1ccccc1)[C@@H](O)C(=O)O[C@H]1C[C@@]2(O)[C@@H](OC(=O)c3ccccc3)C3[C@](C)(C(=O)[C@H](OC(C)=O)C(=C1C)C2(C)C)[C@@H](O)C[C@H]1OC[C@@]31OC(C)=O (stereo partly drawn)	-14%	1%	-6%	8%	-21%	13%	23%	20%	0.2
50	Brc1ccc(-c2nnc(-c3ccc4c(c3)OCO4)o2)o1	-5%	-7%	4%	?	-3%	-17%	-3%	7%	-0.1
51	Cc1cccc(CC(=O)NCCN2CCCCC2)c1	-9%	-2%	17%	23%	-4%	0%	32%	-7%	-0.4
52	COc1ccc(C(=O)Nc2ccc(NC(=O)c3cccs3)cc2)cc1Cl	-1%	2%	5%	7%	11%	-19%	18%	-14%	2.8

Not all compounds are listed. The share of hits here may be higher or lower than overall.
